High-throughput results as filed in PubChem.
AmpC no deterg: blocks E. coli AmpC beta-lactamase in detergent-free assay; P00811; Potency, µM (top dose mostly 57.1 µM), for inactives: at the top dose activity change, negative = inhibition, most hits filed as inhibitors; AmpC nitrocefin hydrolysis, absorbance 480 nm, 0.0001% Triton; AID 485341; hit rate 0.52% among 330,000;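 also: potency is read from the fitted curve at half-maximal effect; plate controls were no compound for no effect and no enzyme for full effect; nearly all actives have a fitted effect of over 20% in size; some results filed as inactive show a strong effect at the top dose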
Target sequence (P00811 whole entry, looked up): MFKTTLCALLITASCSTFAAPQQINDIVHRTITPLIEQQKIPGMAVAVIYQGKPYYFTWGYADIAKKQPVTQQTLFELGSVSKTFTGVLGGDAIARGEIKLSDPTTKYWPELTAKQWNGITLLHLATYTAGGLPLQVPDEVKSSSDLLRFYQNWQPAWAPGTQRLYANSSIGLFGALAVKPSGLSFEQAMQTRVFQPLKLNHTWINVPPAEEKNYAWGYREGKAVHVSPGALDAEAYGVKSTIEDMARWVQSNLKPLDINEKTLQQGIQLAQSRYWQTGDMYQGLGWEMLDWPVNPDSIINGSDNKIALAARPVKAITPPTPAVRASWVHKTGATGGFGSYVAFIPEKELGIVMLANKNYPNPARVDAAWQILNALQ
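AmpC (5.3 nM in the dispensed reagent) in 20 mM phosphate pH 7.0 with 0.01% (detergent screen) or 0.0001% Triton X-100 was preincubated with compounds for 15 min at room temperature. Nitrocefin was then added from an 800 uM solution, and hydrolysis was followed at 480 nm.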
AmpC inh detg: inhibitors of E. coli AmpC beta-lactamase with detergent; AmpC hydrolysis of nitrocefin, absorbance 480 nm, 0.01% Triton; Potency, µM (top dose mostly 114 µM), without a hit: at the top dose activity change, negative = inhibition, actives largely listed as inhibitors; hit rate 0.041% among 370,000; AID 485294;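 also: potency is read from the fitted curve at half-maximal effect; 0% = no-compound wells and -100% = no-enzyme wells; nearly all actives have a fitted effect of over 25% in size; some results filed as inactive show a strong effect at the top dose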
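AmpC (5.3 nM in the dispensed reagent) in 20 mM phosphate pH 7.0 with 0.01% (detergent screen) or 0.0001% Triton X-100 was preincubated with compounds for 15 min at room temperature. Nitrocefin was then added from an 800 uM solution, and hydrolysis was followed at 480 nm.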
Sm TGR block: S. mansoni TGR enzyme inhibition; Potency, µM (doses to about 114 µM), for inactives: top-dose activity change, negative = inhibition, hits mostly inhibitors; hit rate 3% among 360,000; Q962Y6; purified TGR, DTNB reduction, TNB absorbance 405 nm; AID 485364; also: potency is read from the fitted curve at half-maximal effect; nearly all actives have a fitted effect of over 60% in size
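Kinetic colorimetric format: TGR-catalysed, NADPH-driven DTNB reduction monitored via TNB absorbance. Enzyme dispensed at 20 nM; compound exposure 15 min at room temperature before reaction start.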
AMA1 RON2 block: disrupts binding of P. falciparum AMA1 to RON2. AlphaScreen AMA1-biotinylated RON2 peptide binding. Potency, µM (series often up to 58.2 µM), inactives show at the top dose activity change, negative = inhibition, hits mostly inhibitors. hit rate 0.2% among 360,000. AID 720542;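 also: potency is read from the fitted curve at half-maximal effect; 0% = vehicle wells and -100% = peptide control; nearly all actives have a fitted effect of over 45% in size; some results filed as inactive show a strong effect at the top dose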
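AMA1 (3D7) with his tag at 25 nM final met compounds first, then biotinylated RON2 peptide at 25 nM; detection used donor plus acceptor beads, 10 µg/mL apiece, read by AlphaScreen after 30 min at room temperature.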
HCMV antiviral: blocks human cytomegalovirus replication; activity change, negative = inhibition, % at 57.5 µM; hit rate 4.5% among 410,000; HFF cells, HCMV-luciferase reporter, 72 h; active compounds read low; in the data active = activity change below about -60%; inconclusive = no clear call, values can overlap the other calls; inactive = above about -39%
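Two compound doses tested in HFFs infected with HCMV-luciferase, MOI 1 PFU/cell, 72 h at 37C. Lysate luminescence read with OneGlo; data normalized against buffer-only and 10uM Salinomycin inhibitor controls.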
FBPA Giardia inh: Giardia lamblia aldolase inhibition; AID 2451; hit rate 0.71% among 290,000; Potency, µM (series often up to 59.6 µM), without a hit: top-dose activity, negative = inhibition, usual class: inhibitors; A8B2U2; purified Giardia FBPA; also: potency is read from the fitted curve at half-maximal effect; nearly all actives have a fitted effect of over 55% in size
Target sequence (A8B2U2 whole entry, looked up): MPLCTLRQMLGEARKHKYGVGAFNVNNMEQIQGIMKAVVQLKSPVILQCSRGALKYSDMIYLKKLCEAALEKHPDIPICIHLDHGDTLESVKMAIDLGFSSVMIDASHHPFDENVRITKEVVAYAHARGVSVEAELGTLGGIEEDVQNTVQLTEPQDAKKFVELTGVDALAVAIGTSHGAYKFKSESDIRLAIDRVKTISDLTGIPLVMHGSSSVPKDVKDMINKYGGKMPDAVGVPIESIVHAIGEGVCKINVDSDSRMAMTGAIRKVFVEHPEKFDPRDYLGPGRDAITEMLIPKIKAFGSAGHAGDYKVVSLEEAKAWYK
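Giardia FBPA (40 nM reagent) was preincubated 10 min at RT with compound (up to 57.5 uM final), then substrate plus GAPDH/TPI/NAD/arsenate coupling system with diaphorase/resazurin was added; resorufin fluorescence (525/598 nm) was read after 20 min.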
An asterisk follows results filed as active; ? = inconclusive; · = no result given; & = joins results of further samples; [ ] = remark or other dose. Unless noted, calls follow the shape of the dose curve; as a rule, active = well fitted curve in the direction sought with a large enough effect; inconclusive = small, poorly fitted or top-dose-only effect, or another doubt; inactive = no such curve, though single readings can be large; an effect the other way counts as inactive or inconclusive. Unless noted, % is scaled to controls: 0 for no effect and ±100 for the full control effect.

Below each SMILES – AmpC no deterg, AmpC inh detg, Sm TGR block, AMA1 RON2 block, HCMV antiviral, FBPA Giardia inh
1. C=CCN(C(=O)C1CSC2(C)CCC(=O)N12)c1nc(-c2ccccc2)cs1 (stereo unspecified)
 : ?, ?, 2.4%, -29.5%, -6.7, ·
2. CCOC(=O)CCNC(=O)N1CCCC(N2CCN(c3ccc(OC)cc3)CC2)C1 (stereo unspecified)
 : -5.0%, -11.0%, 0.8%, -18.4%, -35.3, -2.6%
3. CC(=O)NCC1CCN(C(=O)C2CCC(=O)N(CCc3cccc(F)c3)C2)CC1 (stereo unspecified)
 : -11.4%, 2.4%, 4.5%, 2.6%, 50.0, ·
4. CC(C)COCC(O)CCC(=O)NNC(=S)Nc1ccccc1 (stereo unspecified)
 : -16.4%, ?, 0.8%, 25.9%, -6.2, -4.8%
5. Cc1ccc2sc(C)[n+](CCO)c2c1
 : -8.4%, -2.4%, 25.1µM*, 34.0%[activator], -25.3, -20.3%
6. CCN(CC)S(=O)(=O)c1ccc(N2CCOCC2)c(NC(=O)c2sccc2C)c1
 : 46.4%, ·, ·, -14.1%, 110.2, ·
7. Cc1ccc(-n2c(=O)c3c(cnn3C)n(CC(=O)Nc3c(C)cccc3C)c2=O)cc1
 : ·, -7.8%, -12.5%, ·, 3.6, ·
8. Cc1ccc(OCC(=O)N2CCc3ccccc3C2)c(Br)c1
 : 12.3%, 1.0%, -0.3%, 0.5%, ?, 4.9%
9. COc1ccc(CNC(=O)COC(=O)c2ccco2)cc1
 : -10.1%, -8.0%, ·, -2.9%, 14.7, -0.3%
10. CCOc1c2c(nc3ccc(Cl)cc13)CCC2
 : 49.6%, ?, 13.1%, -3.6%, -3.3, 5.1%
11. CC(C)NC(=O)c1onc(CSc2cccc(Cl)c2)c1C(=O)O
 : -15.9%, -4.0%, -27.3%, -3.0%, -7.8, 3.5%
12. CC(=O)c1ccc(OCC(=O)OC(C)C(=O)NC2CCCCC2)cc1 (stereo unspecified)
 : -14.5%, 4.4%, -1.8%, -3.2%, -2.4, ·
13. CCc1cc2c(cc3c(=O)n(CC(=O)N4CCN(c5ccccn5)CC4)nc(CC)n32)s1
 : -6.5%, -8.8%, -1.4%, 7.0%, -6.0, 5.7%
14. COC(=O)c1sc2nc(C)cc(C)c2c1N
 : -24.9%, -3.5%, 0.0%, 31.6%[activator], -17.6, -14.3%
15. CCCCC1(C(=O)OC)NC(c2ccc(O)cc2)C2C(=O)N(c3ccccc3)C(=O)C21 (stereo unspecified)
 : -29.3%, ?, 1.6%, 5.1%, 3.8, -0.7%
16. O=C(COc1ccc([N+](=O)[O-])cc1)Nc1ccc(N2CCCC2)cc1
 : -53.7%, -5.5%, -1.8%, 6.9%[11.6 µM], ?, 3.8%
17. CN(CC(=O)Nc1ccncc1)S(=O)(=O)c1ccc(Cl)cc1
 : 2.5%, ?, ?, -3.6%, -31.2, 2.0%
18. COc1ccc(NC(=O)CSc2nnc(-c3cnccn3)n2C)cc1OC
 : 1.0%, 4.4%, 2.2%, 3.8%, 0.0, ?
19. CN1CCN(C(=O)c2ccc(Cl)c(S(=O)(=O)N3CCCCC3)c2)CC1
 : 0.7%, 2.4%, 5.6%, -4.5%, 3.1, -1.2%
20. Cc1cc(C(=O)NCc2ccccc2)c(=O)[nH]c1C
 : -11.4%, ?, ?, 10.1%, 26.0, 7.3%
21. O=C(NCc1ccc2c(c1)OCO2)c1cc(-c2ccc(Cl)cc2Cl)on1
 : -2.7%, -10.7%, -4.4%, -14.2%, 18.8, ·
22. Cc1ccc(-n2c(SCC(=O)NCCN3C(=O)CSC3=O)nnc2-c2ccccc2)cc1
 : 36.6%, -17.7%, -14.2%, 1.9%, ?, 5.4%
23. CCOc1ccc(-n2nc(CO)c(C(=O)NCc3cccs3)n2)cc1
 : ·, 1.9%, -6.3%, ·, -14.9, ·
24. CCOC(=O)N1CCN(C(=O)c2oc(=O)c3ccccc3c2-c2ccc(C)cc2)CC1
 : 111.0%[activator], 2.5%, 1.9%, -4.6%, ?, 15.5%
25. c1ccc(-n2c(-c3cccs3)nc3nc4ccccc4nc32)cc1
 : -4.2%, -14.6%, 3.8%, 7.2%, 66.1, 1.4%
26. COc1ccc(C(=O)CSc2nc(C)cc(C)n2)cc1C
 : 32.4%, 0.7%, -19.5%, 3.0%, 28.9, 0.9%
27. CC1CCCCN1C(=O)CCc1nnc(Cc2c[nH]c3ccccc23)o1 (stereo unspecified)
 : 28.0%, -0.2%, 35.5µM*, -5.0%, -3.1, 2.5%
28. CCOC(=O)C1=CN(Cc2cccc(Br)c2)S(=O)(=O)N(C)C1C (stereo unspecified)
 : -24.0%, ·, ·, 32.1%[activator], -31.3, ·
29. CCOc1cc(C2c3c(-c4cc(C)ccc4O)n[nH]c3C(=O)N2CCCOC(C)C)ccc1O (stereo unspecified)
 : ·, -8.4%, 8.0%, ·, -68.4*, ·
30. CCOC(=O)N1CCN(c2ccc(C(C)=O)cc2F)CC1C (stereo unspecified)
 : 29.0%, -12.2%, -7.3%, -5.3%, -16.9, 7.7%

Next part.
Below each SMILES – AmpC no deterg, AmpC inh detg, Sm TGR block, AMA1 RON2 block, HCMV antiviral, FBPA Giardia inh
31. CN(CCOc1ccccc1Cl)Cc1ccccc1
 : 6.0%, -18.8%, -2.4%, ?, 2.8, ?
32. COc1cc(C(F)(F)F)c(C(=O)N(C)c2ccc(Cl)cc2)cn1
 : 39.1%, 0.7%, 6.7%, 0.8%, 15.5, -0.6%
33. COc1cc(OC)cc(C(=O)N2CCCC(c3nc(-c4ccc(C)o4)no3)C2)c1 (stereo unspecified)
 : 73.4%[activator], -3.3%, -8.7%, -11.4%, -3.2, 1.3%
34. Cc1ccc(C(=O)COC(=O)c2cnccn2)cc1[N+](=O)[O-]
 : -26.7%, 3.8%, -1.0%, -2.3%, -11.3, 0.1%
35. O=C(Nc1cccc(S(=O)(=O)N2CCOCC2)c1)c1c2c(nc3ccccc13)CCC2
 : -48.6%, -6.2%, -13.0%, 6.0%, -31.9, -3.6%
36. N#Cc1ccc(OCC(=O)Nc2ccc3[nH]c(=O)[nH]c3c2)cc1
 : -10.4%, -21.1%, -2.5%, -2.8%, -22.7, ·
37. O=C1Nc2ccc(Cl)cc2C(C#CC2CC2)(C(F)(F)F)O1 (stereo unspecified)
 : -0.7%, -5.8%, -19.5%, -0.4%, -21.2, -23.1%&-22.2%
38. CCC(C)n1c(SCC(=O)NC(=O)Nc2ccc3c(c2)OCCO3)nc2ccccc2c1=O (stereo unspecified)
 : -52.9%, -6.7%, 5.5%, -9.3%, 7.9, -0.2%
39. COc1ccc(-n2cnnc2)cc1
 : -17.0%, 3.4%, 0.0%, 7.9%, -8.6, 1.1%
40. COc1ccc(NC(=O)CCCC2CCCCC2)c(OC)c1
 : -14.8%, 5.2%, -27.1%, 4.3%, 123.4, ·
41. COc1cc2c(cc1OC)C(C)N(C(=O)c1ccc(C)o1)CC2 (stereo unspecified)
 : -3.3%, ?, 17.1%, -10.5%, 14.5, -0.1%
42. Cc1nc2ccccc2c(=O)n1/N=C/c1c(O)ccc2ccccc12
 : -18.4%, 2.5%, -0.8%, -33.5%, -30.6, -20.8%
43. Cc1ccc(-c2cc(C(=O)N(Cc3ccccc3)Cc3ccco3)no2)cc1F
 : ·, 16.8%, 5.9%, ·, 11.3, ·
44. Cc1ccc(NC(C(N)=O)c2c(C)[nH]c(=O)[nH]c2=O)cc1 (stereo unspecified)
 : -13.9%, -8.0%, 5.5%, -7.4%, -14.1, 0.5%
45. COc1cccc(NC(=O)CSc2nccn(-c3ccc4c(c3)OCCO4)c2=O)c1
 : -18.0%, ?, -3.3%, 0.5%, -4.6, ·
46. COc1ccc(OC(=O)Nc2ccc([N+](=O)[O-])cc2OC)cc1
 : -0.4%, 5.2%, ?, -11.8%, ?, -10.7%
47. C=CCNC(=O)CCNS(=O)(=O)c1ccc(Br)cc1
 : -4.6%, 0.0%, -0.1%, 2.7%, -13.2, -1.1%
48. COc1ccc(CC(=O)Nc2ccc(-c3noc(-c4cc(OC)c(OC)c(OC)c4)n3)cc2)cc1
 : -11.1%, ?, 3.2%, 6.8%, -1.7, 3.6%
49. O=C(CC1Nc2cccc3cccc(c23)NC1=O)Nc1ccc(F)cc1 (stereo unspecified)
 : -22.3%[2.29 µM], 2.9%&7.7%, ?, -7.6%, 3.6&-12.9, ?
50. O=C(O)CCC(=O)NCCC1=c2ccccc2=N/C1=C\c1c(O)n(Cc2ccc(F)cc2)c(=S)[nH]c1=O
 : -58.2%, 1.9%, ?, 5.2%, -32.7, -20.9%
51. CCOc1ccccc1-n1c(SCC(=O)N(C(C)C)C(C)C)nnc1-c1cccnc1
 : 51.5%, -0.3%, 1.1%, 0.3%, -13.1, -0.8%
52. COc1ccc(-n2c(O)c(/C=N/Nc3nc(C)cc(C)n3)c3ccccc3c2=O)cc1OC
 : 5.3%, 0.2%, 0.1%, 123.7%[activator], -93.6*, -27.0%
53. CNC(=O)c1c(NC(=O)c2ccc(S(=O)(=O)N3CCCC(C)C3)cc2)sc2c1CCC2 (stereo unspecified)
 : ·, 2.4%, ?, ·, -13.6, ·
54. O=C(Nc1cc(C(F)(F)F)ccc1Cl)c1nc2ccccc2nc1N1CCCCC1
 : ·, 9.1%, 5.8%, ·, 10.2, ·
55. CC1CCN(C(=O)CSc2nnc3c(n2)[nH]c2ccc(F)cc23)CC1
 : -12.9%, -5.8%, -10.3%, 3.3%, -29.6, ·
56. C=Cc1ccc(Cn2c(C(=O)O)c(CNCc3ccccc3)c3ccc(C)cc32)cc1
 : ·, -2.1%, -16.7%, ·, -102.4*, ·
